Giardia FBPA inh – qHTS Assay for Inhibitors of Fructose-1,6-bisphosphate Aldolase from Giardia Lamblia. Potency, µM (highest dose often 59.6 µM), for the others: at the top dose activity, negative = inhibition, usual class: inhibitors. 290,000 tested, 0.71% active. A8B2U2. AID 2451, 2010. purified Giardia FBPA; further: potency means the concentration at half of the fitted maximal effect; nearly all actives have a fitted effect of over 55% in size
Target sequence (A8B2U2 whole entry, looked up): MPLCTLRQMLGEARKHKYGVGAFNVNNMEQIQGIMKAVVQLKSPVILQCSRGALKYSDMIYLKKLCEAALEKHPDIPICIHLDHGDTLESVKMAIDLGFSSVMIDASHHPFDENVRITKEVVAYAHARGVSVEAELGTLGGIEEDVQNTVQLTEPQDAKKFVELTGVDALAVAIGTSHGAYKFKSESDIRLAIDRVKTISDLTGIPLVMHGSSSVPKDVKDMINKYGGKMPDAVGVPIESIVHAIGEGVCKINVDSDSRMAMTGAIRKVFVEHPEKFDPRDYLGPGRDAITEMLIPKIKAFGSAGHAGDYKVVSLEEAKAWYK
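40 nM FBPA preincubated 10 min at RT with compound (up to 57.5 uM final), then substrate plus GAPDH/TPI/NAD/arsenate coupling and diaphorase/resazurin added. Fluorescence read after 20 min at RT, 525/598 nm.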
HCMV inh – qHTS Assay for inhibitors of the human cytomegalovirus (HCMV); HFF cells, HCMV-luciferase reporter, 72 h; active compounds read low; activity change, negative = inhibition, % at 57.5 µM; 410,000 tested, 4.5% active; AID 1259415, 2018; in the data active means activity change below about -60%; inconclusive means no clear call, values can overlap the other calls; inactive means above about -39%
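Screen run at 2 compound doses on HFFs infected with reporter HCMV, MOI 1 PFU/cell. Luciferase activity from cell lysates at 72 h post infection gave inhibition relative to buffer-only and Salinomycin wells.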
AmpC no deterg – qHTS Inhibitors of AmpC Beta-Lactamase (assay without detergent); AmpC nitrocefin hydrolysis, absorbance 480 nm, 0.0001% Triton; P00811; AID 485341, 2010; 330,000 tested, 0.52% active; Potency, µM (top dose mostly 57.1 µM), without a hit: at the highest dose activity change, negative = inhibition, most hits filed as inhibitors;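 further: potency means the concentration at half of the fitted maximal effect; plate controls were no compound for no effect and no enzyme for full effect; nearly all actives have a fitted effect of over 20% in size; some results filed as inactive show a strong effect at the top dose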
Target sequence (P00811 whole entry, looked up): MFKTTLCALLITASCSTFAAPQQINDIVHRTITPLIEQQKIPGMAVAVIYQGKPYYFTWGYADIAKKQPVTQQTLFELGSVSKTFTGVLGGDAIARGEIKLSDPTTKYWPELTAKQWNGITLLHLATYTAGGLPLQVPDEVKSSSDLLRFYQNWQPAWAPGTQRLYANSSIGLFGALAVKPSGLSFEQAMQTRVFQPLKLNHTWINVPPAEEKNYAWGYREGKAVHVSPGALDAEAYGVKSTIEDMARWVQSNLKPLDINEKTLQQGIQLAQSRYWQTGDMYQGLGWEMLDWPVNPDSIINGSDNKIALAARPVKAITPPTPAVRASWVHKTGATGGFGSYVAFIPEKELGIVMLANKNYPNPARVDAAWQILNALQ
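20 mM phosphate pH 7.0 + 0.01% (detergent screen) or 0.0001% Triton X-100; 5.3 nM AmpC reagent; cpd preinc 15 min RT; nitrocefin (800 uM stock) to start; A480 q20 s × 4 min; Activity was normalised to no-enzyme and no-compound control wells.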
AmpC detergent – qHTS Inhibitors of AmpC Beta-Lactamase (assay with detergent); AID 485294, 2010; 370,000 tested, 0.041% active; Potency, µM (top dose mostly 114 µM), for inactives: top-dose activity change, negative = inhibition, hits mostly inhibitors; P00811; AmpC hydrolysis of nitrocefin, absorbance 480 nm, 0.01% Triton;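 further: potency means the concentration at half of the fitted maximal effect; 0% = no-compound wells and -100% = no-enzyme wells; nearly all actives have a fitted effect of over 25% in size; some results filed as inactive show a strong effect at the top dose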
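AmpC (5.3 nM in the dispensed reagent) in 20 mM phosphate pH 7.0 with 0.01% (detergent screen) or 0.0001% Triton X-100 was preincubated with compounds for 15 min at room temperature. Nitrocefin was then added from an 800 uM solution, and hydrolysis was followed at 480 nm.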
HCV inh – qHTS Assay for Inhibitors of Hepatitis C Virus (HCV); Huh7.5.1 HCVcc-Cre infection, luciferase reporter, 44 h; 340,000 tested, 3.4% active; AID 651820, 2012; Potency, µM (highest dose often 41.8 µM), inactives show at the highest dose activity change, negative = inhibition, most hits filed as inhibitors; further: potency means the concentration at half of the fitted maximal effect
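1,000 cells/well; 4 h culture; + compound; + HCVcc-Cre (~0.5 moi); 44 h; luciferase substrate, RT 15 min; read 15 sec.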
Sm TGR block – qHTS Assay for the Inhibitors of Schistosoma Mansoni Peroxiredoxins | purified TGR, DTNB reduction, TNB absorbance 405 nm | Potency, µM (series often up to 114 µM), for inactives: at the top dose activity change, negative = inhibition, usual class: inhibitors | 360,000 tested, 3% active | AID 485364, 2010; further: potency means the concentration at half of the fitted maximal effect; nearly all actives have a fitted effect of over 60% in size
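Kinetic colorimetric format: TGR-catalysed, NADPH-driven DTNB reduction monitored via TNB absorbance. Enzyme dispensed at 20 nM; compound exposure 15 min at room temperature before reaction start.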
* hit, by the source's call; ? = inconclusive; . = not tested or not shown; [ ] = dose if it differs, or a comment. Unless noted, the call rests on the fitted dose curve; in most records, active means well fitted curve in the direction sought with a large enough effect; inconclusive means small, poorly fitted or top-dose-only effect, or another doubt; inactive means no such curve, though single readings can be large; an effect the other way counts as inactive or inconclusive. Unless noted, on the % scale 0 is the no-effect control and ±100 the full control effect.

SMILES	Giardia FBPA inh	HCMV inh	AmpC no deterg	AmpC detergent	HCV inh	Sm TGR block
CCCN1CCN(CCCNC(=O)c2c(C)nn(-c3ccc(F)cc3)c2-n2cccc2)CC1	.	?	.	20%	.	-7%
O=C1CCCc2nc(NCc3ccco3)ncc21	3%	60	-13%	-3%	6%	0%
COc1ccc(CN(C)CC(=O)Nc2ccccc2-c2ccccc2)c(OC)c1	-3%	-26	52%	8%	?	3%
COc1ccc(N2C(=O)C(Cc3ccccc3)NC2=S)cc1 (configuration not stated)	2%	-31	-11%	0%	?	10%
Cc1cc(C)c(NC(=O)C2CC3CCC2C3)c(C)c1 (configuration not stated)	-3%	1	-14%	1%	10%	15%
O=C(CCCCCn1c(=O)c2sccc2n(CC(=O)Nc2ccccc2F)c1=O)NCc1ccc2c(c1)OCO2	.	-31	.	21%	.	5%
c1ccc2c(c1)N1CCN=C1N2CCN1CCCCC1	-13%	-3	-28%	-5%	?	-3%
COc1cc2ccccc2cc1C(=O)NC(=S)Nc1nnn(C)n1	?	-25	-24%	-15%	-7%	1%
CCOC(=O)CCCC(=O)N1CCOCCOCCOCC1	12%	14	-2%	-3%	11%	16%
C=CCN(C(=O)c1ccc2c(c1)nnn2C)c1ccccc1	-13%	-15	0%	-4%	2%	-2%
Cc1cccc(N2CCN(C(=O)CCNS(=O)(=O)c3ccc4c(c3)CCN4C(=O)C3CC3)CC2)c1C	.	?	.	-9%	.	-5%
CC1CCCCN1C(=O)CSc1nnc(-c2cccs2)o1 (configuration not stated)	.	37	-15%	-7%	5%	4%
N#Cc1ccc(/C=N/NC(=O)c2ccccc2F)cc1	0%	-9	-1%	4%	14%	1%
COc1ccc(OC)c2c(C)cc(N3CCN(C(=O)c4ccc(C)cc4)CC3)nc12	1%	13	17%	-1%	?	.
CCN(CC)c1ccc(C2CC(=O)Nc3cc(OC)c(OC)cc32)cc1 (configuration not stated)	-2%	19	9%	-4%	-16%	-4%
COc1ccc(C2C(C#N)=C(N)Oc3n[nH]c(C)c32)cc1CN1CCN(c2ccc(F)cc2)CC1 (configuration not stated)	-1%	-36	-19%	6%	19%	-22%
COc1cc(OC)c2c(=O)cc(-c3cccnc3)oc2c1	1%	237	-8%	0%	-7%	20%
COc1cccc(CNC(=O)C2CCN(S(=O)(=O)c3ccc4c(c3)OCCO4)CC2)c1	.	-12	-11%	0%	-17%	5%
COC(=O)c1ccc(CN2CCC(n3nccc3NC(=O)C3CC3)CC2)cc1	7%	-13	-5%	?	7%	-13%
CCOc1ccccc1-c1nc(-c2cc3ccc(C)cc3[nH]c2=O)no1	7%	22	-20%	?	?	0%
Cc1cccc(NC(=O)c2ccccc2Br)n1	-3%	20	-30%	-18%	5%	-9%
CN(C)CCCN(Cc1cc2cc3c(cc2[nH]c1=O)OCO3)C(=S)Nc1cccc(Cl)c1	-3%	?	142%[activator]	-5%	10µM*	.
Cc1ccc(C(=O)N2CCCC(c3ccccc3)=N2)cc1	-9%	?	7%	?	14%	10%
O=C(Nc1ccc2c(c1)CCC2)c1cnn2c1NC(c1ccco1)CC2C(F)(F)F (configuration not stated)	-9%	?	-53%	-7%	?	-27%
CCn1c(SCc2nc3cc(OC)c(OC)cc3c(=O)[nH]2)nc2ccccc21	-2%	-31	-6%	7%	-7%	0%
C=C(C)c1cccc(C(C)(C)NC(=O)NNC(=O)c2ccccc2O)c1	-3%	-37	-45%	-10%	-18%	-21%
COC(=O)N/N=C(\C)c1ccc(OC(F)F)cc1OC(F)F	3%	-22	-19%	7%	5%	2%
CC(C)(C)c1ccc(CN(Cc2ccco2)c2cnc(S(C)(=O)=O)nc2C(=O)Nc2ccc(F)cc2)cc1	.	9	.	19%	.	-5%
COc1ccc(C(=O)NC(=C(Cl)Cl)S(=O)(=O)c2ccc(C)cc2)cc1	.	35	-25%	8%	-10%	?
O=C(O)C(=O)Nc1ccc(NC(=O)C(c2ccccc2)c2ccccc2)cc1	15%	-15	-13%	2%	17%	0%
CCOC(=O)c1c(NC(=O)CN2C(=O)C(=O)N(CC(C)C)C2=O)sc(C)c1CC	.	-19	-14%	-17%	?	0%
O=C(NCc1ccco1)c1ccc(S(=O)(=O)N2CCOCC2)cc1	-4%	-4	-28%	-1%	-4%	-30%
Cc1ccnc(N2C(=O)c3ccccc3C2O)c1 (configuration not stated)	-5%	98	-10%	?	0%	0%
Cc1ccc(S(=O)(=O)N2CCC(C(=O)N3CCc4ccccc43)CC2)cc1C	.	?	-13%	1%	6%	1%
CCC/C(C(=O)NCCO)=C1/c2ccccc2C(=O)N1c1ccccc1	.	20	4%	.	2%	.
CN(C(=O)c1nn(C)c2c1COc1ccccc1-2)c1cccc(C(F)(F)F)c1	.	-32	.	10%	.	8%
COc1ccc(S(=O)(=O)N2CCCCC2)cc1NC(=O)CSc1nccn1C	-2%	-6	13%	4%	-11%	7%
CCN1CCN(C(=O)c2cc(=O)c3cc(C)ccc3o2)CC1	8%	-2	-1%	-3%	24%	0%
COc1ccccc1C(=O)C1CCCN(C(=O)c2ccc3c(c2)OCCO3)C1 (configuration not stated)	5%	?	15%	-4%	1%	-5%
CCCCN(CC)CCCNC(=O)Cn1ncc2c3ccccc3n(C)c2c1=O	.	4	.	-2%	.	-9%
CSc1ccccc1OCc1cc(C(=O)N(C)Cc2ccc(C)o2)no1	-2%	43	-12%	1%	-30%	7.9µM*
C/C(=N\NC(=O)CCc1c[nH]c2ccccc12)c1cccc([N+](=O)[O-])c1	-4%	9	-10%	0%	?	3%
O=S(=O)(Cc1ccccc1)N1CCC(c2nc(-c3cccs3)no2)CC1	2%	53	-11%	-12%	-20%	0%
Clc1ccc(Br)cc1-c1nc(-c2ccncc2)no1	3%	100	-10%	1%	7%	1%
COC(=O)C(CC(=O)O)NCc1ccco1 (configuration not stated)	-17%	?	-10%	-1%	17%	3%
COc1ccccc1C(c1nnnn1C(C)(C)C)N1CCN(C(=O)c2ccco2)CC1 (configuration not stated)	2%	-17	70%[activator]	-3%	9%	-8%
O=C(COC(=O)c1cc([N+](=O)[O-])ccc1Cl)NC1CCCC1	0%	-10	-6%	-6%	-4%	?
COc1ccc(NC(=O)c2ccc(Cl)c(S(=O)(=O)N3CCc4ccccc4C3)c2)cn1	?	-104*	-15%	?	11µM*	-5%
CCOC(=O)C1(CCOc2ccccc2)CCN(Cc2ccc3nonc3c2)CC1	-12%	-14	18%	5%	10µM*	0%
Cn1c(N)c(C(=O)COC(=O)CSc2cccc3cccc(Cl)c23)c(=O)n(C)c1=O	-11%	45	-23%	-2%	9%	.
O=C(COc1ncnc2scc(-c3ccc(F)cc3)c12)NCc1ccco1	2%	7	-25%	1%	-7%	14%
CCc1nnc(NC(=O)CCC(=O)N2CCN(Cc3ccccc3)CC2)s1	9%	21	23%	-13%	-1%	-13%
COc1ccc(C(CNC(=O)c2ccc(-c3ccccc3Cl)o2)N2CCOCC2)cc1 (configuration not stated)	.	-5	216%[activator]	0%	?	-2%
CCOc1ccc(S(=O)(=O)N2CCC(C(=O)NCc3ccncc3)CC2)cc1	1%	24	8%	-7%	.	2%
CC(C)C(=O)NC(c1ccco1)c1ccc2cccnc2c1O (configuration not stated)	?	-102*	-26%	-12%	4µM*	-12%
Cc1sc2nc(CSCC(=O)N(C)c3ccccc3)[nH]c(=O)c2c1C	-7%	?	1%	-12%	3%	0%
COc1ccccc1C1/C(=C(/O)c2ccccc2)C(=O)C(=O)N1CCO (configuration not stated)	?	-7	84%[activator]	5%	16%	26%
CN(c1ccc([N+](=O)[O-])cc1/C=N/NC(=O)COc1ccccc1)C1CCCCC1	1%	-31	-37%	-7%	?	-9%
CCOc1ccc(C(=O)/C=C/Nc2ccc(S(=O)(=O)N=C(N)N)cc2)cc1	6%	-34	-14%	-9%	1%	-6%
CCOc1ccc(C(=O)CCNC(Cc2cnc[nH]2)C(=O)O)cc1 (configuration not stated)	-1%	1	30%	6%	-7%	?

Gathered by group: the entries above containing a Cl atom.
SMILES	Giardia FBPA inh	HCMV inh	AmpC no deterg	AmpC detergent	HCV inh	Sm TGR block
CN(C)CCCN(Cc1cc2cc3c(cc2[nH]c1=O)OCO3)C(=S)Nc1cccc(Cl)c1	-3%	?	142%[activator]	-5%	10µM*	.
COc1ccc(C(=O)NC(=C(Cl)Cl)S(=O)(=O)c2ccc(C)cc2)cc1	.	35	-25%	8%	-10%	?
Clc1ccc(Br)cc1-c1nc(-c2ccncc2)no1	3%	100	-10%	1%	7%	1%
O=C(COC(=O)c1cc([N+](=O)[O-])ccc1Cl)NC1CCCC1	0%	-10	-6%	-6%	-4%	?
COc1ccc(NC(=O)c2ccc(Cl)c(S(=O)(=O)N3CCc4ccccc4C3)c2)cn1	?	-104*	-15%	?	11µM*	-5%
Cn1c(N)c(C(=O)COC(=O)CSc2cccc3cccc(Cl)c23)c(=O)n(C)c1=O	-11%	45	-23%	-2%	9%	.
COc1ccc(C(CNC(=O)c2ccc(-c3ccccc3Cl)o2)N2CCOCC2)cc1 (configuration not stated)	.	-5	216%[activator]	0%	?	-2%

New compounds follow
SMILES	Giardia FBPA inh	HCMV inh	AmpC no deterg	AmpC detergent	HCV inh	Sm TGR block
COC(=O)c1c(-c2ccc(OC)cc2)sc2cc(OC)c(OC)cc12	.	69	110%[activator]	.	?	.
CCCCN1CCCc2cc(CN(CCCN3CCOCC3)C(=O)Nc3ccc(OCC)cc3)ccc21	.	-17	.	6%	.	?
CC(C)(C)c1ccccc1NC(=O)CN1C(=O)NC2(CCCC2)C1=O	-3%	19	-5%	5%	4%	2%
COC(=O)CSc1cnc2ccccc2n1	-1%	94	.	-3%	22%	1%
Cc1cc(C)n2nc(SCN3C(=O)c4ccccc4C3=O)nc2n1	0%	-5	2%	0%	14%	3%
Oc1ccccc1-c1nnc(-c2ccc(C(F)(F)F)cc2)o1	-1%	193	-14%	4%	?	1%
CCCc1nc2ccccc2c(C(=O)OCC(=O)NC2CC2)c1CC	.	?	-12%	.	?	.
O=C(NN=C1CCCCCC1)C(=O)Nc1cccc(Br)c1	0%	-14	-29%	-1%	-1%	-5%
COc1cc2nc(CN3CCC(Cc4ccccc4)CC3)[nH]c(=O)c2cc1OC	2%	-35	-15%	?	17%	0%
CC(=O)Nc1nnc(-c2c(-c3ccccc3Cl)noc2C)o1	-13%	-4	-12%	0%	7%	13%
CC(CCc1ccccc1)NC(=O)c1cnc(Cl)c(Cl)c1 (configuration not stated)	10%	75	-23%	-2%	20%	4%
CCN(CC)S(=O)(=O)c1ccc(S(=O)(=O)N(CC(=O)Nc2ccccc2)Cc2ccco2)cc1	0%	?	-44%	-1%	?	28µM*
CC(C)NC(=O)COC(=O)c1ccc(Oc2ccccc2)cc1	-10%	1	10%	-23%	7%	?
Cc1ccc(-c2c[n+](CC(=O)Nc3ccc(C)cc3C)c3n2CCC3)cc1	4%	-71*	36%	3%	-10%	5%
CC(=O)c1ccc(/C=C/c2nc3ccccc3n2C)o1	-19%	53	-4%	2%	10%	3.5µM*
